Screening results: PubChem, Johns Hopkins Ion Channel Center
KCNQ1 act: human KCNQ1 channel potentiation or activation. P51787. CHO-K1 KCNQ1, thallium flux FluxOR fluorescence; stronger effect = higher value. B-score at 10 µM. 310,000 tested, 0.35% active;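 active means fluorescence ratio B-score, a plate-corrected score, at least three library SD, with initial intensity B-score within 5 SD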
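System: CHO-K1 cells stably expressing KCNQ1 / Medium: assay buffer for compound exposure, DMSO matched across wells / Reagent: thallium- and potassium-containing depolarizing buffer / Compound: one concentration, matched DMSO / Incubation: 20 min compound pretreatment at room temperature / Measured by: kinetic FluxOR fluorescence, 10 s baseline plus 110 s post-stimulus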
TMEM16A act: activators or potentiators of mouse TMEM16A chloride channel. Q8BHY3. HEK293 TMEM16A/YFP-H148Q/I152L, iodide quench fluorescence; stronger effect = lower value. B-score at 10 µM. 340,000 tested, 0.3% active. AID 623877;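 active means fluorescence-ratio B-score plate-corrected deviation score at least 3 library SD below zero, with starting fluorescence score within 5 deviations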;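 further: channel opened by trigger with iodide after compound preincubation; score built on the fluorescence ratio of max minus min over baseline; more negative score means more quench and so TMEM16A activation or potentiation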
KCNQ1 block: blocks the human KCNQ1 potassium channel; B-score at 10 µM; CHO-K1 KCNQ1, FluxOR thallium flux fluorescence; stronger effect = higher value; 310,000 tested, 1.3% active;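 active means compounds whose thallium flux B-score, printed positive for inhibition, exceeds three library SD while starting fluorescence stays within three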;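 further: channel opened by potassium depolarization with thallium stimulus after 20 min compound exposure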
RGS4 act: RGS4 potentiation or activation; 310,000 tested, 0.92% active; HEK293 M3R/inducible RGS4, carbachol calcium flux Fluo4; stronger effect = lower value; B-score at 10 µM; AID 463111;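 active means B-score of the integrated calcium signal more than 4 SD below the library mean, with starting fluorescence not abnormally high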;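 further: negative B-score means reduced calcium response which marks RGS4 activation or potentiation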
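test system = M3R-expressing HEK293 line, RGS4 induced by doxycycline | probe or stimulus = carbachol at ECmax as muscarinic agonist stimulus | timing = dye loading 30 min 37 °C, buffer rest 30 min RT | signal = calcium dye Fluo4 fluorescence | evaluation = B score from integrated fluorescence ratio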
MrgX1 PAM: human MrgX1 positive allosteric modulation, primary screen; Q96LB2; MrgX1-HEK293, Fluo-4 calcium flux, FDSS; stronger effect = higher value; B-score at 10 µM; 310,000 tested, 0.63% active; AID 588675;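 active means plate-corrected calcium response at least 3 library SD above typical, normal starting fluorescence, not activating the receptor alone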;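 further: compound read alongside a low EC10 to EC30 dose of BAM8-22 agonist; peak minus trough fluorescence over baseline measured at the second addition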
Target sequence (Q96LB2 whole entry, looked up): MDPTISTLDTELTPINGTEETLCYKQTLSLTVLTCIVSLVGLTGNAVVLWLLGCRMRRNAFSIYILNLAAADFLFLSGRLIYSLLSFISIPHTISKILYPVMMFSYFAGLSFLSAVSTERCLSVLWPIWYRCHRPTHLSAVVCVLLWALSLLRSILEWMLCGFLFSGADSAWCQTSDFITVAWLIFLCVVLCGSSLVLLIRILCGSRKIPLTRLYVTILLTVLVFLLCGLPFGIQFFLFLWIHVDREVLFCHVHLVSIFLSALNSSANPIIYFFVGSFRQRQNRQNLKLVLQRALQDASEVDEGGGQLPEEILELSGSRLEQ
TMEM16A inh: blocks the mouse calcium-activated chloride channel TMEM16A | 310,000 tested, 1.2% active | Q8BHY3 | AID 588511 | normalized B-score (activity score, 25-100; higher = stronger inhibition) at 10 µM | HEK293 TMEM16A/YFP iodide influx fluorescence, ionomycin;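 active means ratio plate-corrected score three or more library SD toward inhibition, starting fluorescence score within five deviations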;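 further: score derived from kinetic fluorescence span divided by baseline fluorescence per well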
KCNK3 block: human KCNK3 channel inhibition, primary screen; CHO-KCNK3 thallium flux, FluxOR fluorescence; stronger effect = lower value; B-score at 10 µM; 340,000 tested, 0.84% active;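 active means B-score under library mean minus 4 SD, starting fluorescence ratio at most library mean plus 5 SD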;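 further: more negative B-score means stronger inhibition of thallium flux through KCNK3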
Target sequence (O14649 whole entry, looked up): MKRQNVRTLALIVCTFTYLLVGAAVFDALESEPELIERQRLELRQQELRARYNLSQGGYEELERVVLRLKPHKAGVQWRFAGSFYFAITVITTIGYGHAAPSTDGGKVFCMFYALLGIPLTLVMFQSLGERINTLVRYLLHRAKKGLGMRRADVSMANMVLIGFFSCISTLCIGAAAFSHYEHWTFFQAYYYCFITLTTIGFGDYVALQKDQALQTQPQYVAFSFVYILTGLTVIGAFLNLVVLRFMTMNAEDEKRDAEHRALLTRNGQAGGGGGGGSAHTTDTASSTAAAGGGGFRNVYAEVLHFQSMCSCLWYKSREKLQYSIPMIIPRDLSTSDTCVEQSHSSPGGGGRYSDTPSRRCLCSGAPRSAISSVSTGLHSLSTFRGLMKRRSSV
KCNK9 block: blocks the human KCNK9 two-pore domain potassium channel | HEK293 KCNK9, FluxOR thallium flux fluorescence; stronger effect = lower value | Q9NPC2 | AID 488922 | 310,000 tested, 1.2% active | B-score at 10 µM;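 active means ratio B-score over 3 SD below the library mean, with starting fluorescence within 5 SD of its mean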;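 further: negative B-score means less thallium flux so channel inhibition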
RGS4 inh: inhibitors of human RGS4; 310,000 tested, 0.45% active; P49798; HEK293 M3R/RGS4 inducible, Fluo-4 calcium flux; stronger effect = higher value; triggered by carbachol at its EC20; B-score at 10 µM;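 active means B-score, a plate-corrected calcium signal, over three deviations above library mean, with baseline fluorescence within five deviations of library mean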;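 further: RGS4 expression induced by doxycycline in cells with stable M3 receptor; B-score is computed from the integrated fluorescence ratio over baseline after carbachol; higher B-score means a larger calcium signal and so more RGS4 inhibition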
Target sequence (P49798 whole entry, looked up): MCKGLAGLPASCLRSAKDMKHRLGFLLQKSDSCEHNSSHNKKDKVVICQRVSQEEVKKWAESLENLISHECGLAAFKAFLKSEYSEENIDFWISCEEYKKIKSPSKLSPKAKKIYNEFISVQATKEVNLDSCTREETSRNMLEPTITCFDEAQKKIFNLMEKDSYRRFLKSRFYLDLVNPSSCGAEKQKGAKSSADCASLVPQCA
hERG protect: shields human hERG channel from block by proarrhythmic agents. Q12809. CHO-hERG, FluxOR thallium flux, dofetilide IC70 present. activation (rescue from dofetilide block), less the hit threshold, % at 10 µM. 310,000 tested, 0.51% active. AID 1511;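 active means activation above the mean of controls blocked by dofetilide plus 5 SD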;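 further: thallium influx through hERG after potassium depolarization seen as dye fluorescence rise; in these data hits start at about 4.7%; inactives centre near -7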
MrgX1 ag: human MrgX1 receptor agonism, primary screen. B-score at 10 µM. 310,000 tested, 0.44% active. MrgX1-HEK293 cells, Fluo-4 calcium fluorescence, agonist mode; stronger effect = higher value. Q96LB2;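 active means calcium response B-score plate-corrected fluorescence ratio at least 3 library SD, with starting fluorescence B-score inside 5 SD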
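Test system: HEK293 cells stably expressing human MrgX1 receptor; amount: 15,000 cells per well; doses: compound delivered in addition one of three; times: overnight plating before 1 h dye loading; detection: Fluo-4 NW calcium-flux fluorescence, kinetic read; read-out basis: B-scored fluorescence response ratio; controls: positive and negative controls per plate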
* marks the source's active call; other numbers are inactive results; i = inactive; x = not tested or not shown.

SMILES | KCNQ1 act | TMEM16A act | KCNQ1 block | RGS4 act | MrgX1 PAM | TMEM16A inh | KCNK3 block | KCNK9 block | RGS4 inh | hERG protect | MrgX1 ag
c1ccc(Oc2ncnc3oc(-c4ccccc4)cc23)cc1 | i | i | i | i | i | i | i | i | i | -9 | i
COC(=O)c1ccccc1NC(=O)Cn1c(=O)n(Cc2ccccc2)c(=O)c2c(C)c(C)sc21 | i | i | i | i | i | i | i | i | i | -4 | i
N#Cc1cccc(S(=O)(=O)NCC(=O)NCCCc2ccccc2)c1 | i | i | i | i | i | i | i | i | i | -3 | i
COc1cc2[nH]c3c(=O)n(N)c(=O)[nH]c3c2cc1OC | i | i | i | i | i | i | i | i | i | -4 | i
Nc1ccc(Oc2ccc(F)cc2)nc1 | i | i | i | i | i | i | i | i | i | -6 | i
Cc1c(C(=O)N2c3ccccc3Sc3ccccc32)cccc1[N+](=O)[O-] | i | i | i | i | i | i | i | i | i | -5 | i
Cc1ccccc1S(=O)(=O)N(CC(O)CN1C(=O)NC(C)(C)C1=O)c1ccccc1 (configuration not stated) | i | i | i | i | i | i | i | i | i | -10 | i
CCN1CCN(CC(=O)Nc2sc3c(c2C#N)CCC(C)C3)CC1 (configuration not stated) | i | i | i | i | i | i | i | i | i | -9 | i
CCCCn1c(N)c(N(CC(C)C)C(=O)c2ccc(F)c(S(=O)(=O)N3CCOCC3)c2)c(=O)[nH]c1=O | i | i | i | i | i | i | i | i | i | -13 | i
Fc1ccccc1N1CC(c2ccccc2)C(c2cccs2)=N1 (configuration not stated) | i | i | i | i | i | i | i | -8.6* | i | -9 | i
N=C1/C(=C\c2ccc(-c3cccc(C(=O)O)c3)o2)C(=O)N=C2SC=C(c3ccccc3)N12 | i | i | i | i | 7.1* | i | i | i | i | -42 | i
COC(=O)c1sccc1NC(=O)c1ccc(OC)cc1OC | i | i | i | i | i | i | i | i | i | -4 | i
O=C(CN1CCN(S(=O)(=O)N2CCCCC2)CC1)Nc1cc(Cl)cc(Cl)c1 | i | i | i | i | i | i | i | i | i | -8 | i
CCCNC(=O)Nc1ccccc1C(=O)Nc1ccc(OC)cc1 | i | i | i | i | i | i | i | i | i | -5 | i
COc1ccc(CCNC(=O)CSc2nccc(=O)[nH]2)cc1OC | i | i | i | i | i | i | i | i | i | -9 | i
CC1SCC(=NOCc2c(Cl)cccc2Cl)CS1 (configuration not stated) | i | i | i | i | i | i | i | i | i | -1 | i
C[C@H](NC(=O)c1nc[nH]c1C(=O)NCC(=O)OC(C)(C)C)c1ccccc1 | i | i | i | i | i | i | i | i | 5.5* | -10 | i
C=CCNc1nc(C2(C)CC3(CC(C)OC3=O)C(=O)O2)cs1 (configuration not stated) | i | i | i | i | i | i | i | i | i | -6 | i
COc1cccc(CNC(=S)Nc2cc(C)cc(C)c2)c1 | i | i | i | i | i | i | i | i | i | -8 | i
O=C(Nc1ccc(OC(F)F)c(Cl)c1)c1ccccn1 | i | i | i | i | i | i | i | i | i | -18 | i
COc1cc(Nc2c3c(nc4ccccc24)CCC3)cc(OC)c1OC | i | i | i | i | i | i | i | i | i | -5 | i
CN(C)CCCN(Cc1ccccc1)C(=S)NCc1ccccc1 | i | i | i | i | i | i | i | i | i | -12 | i
O=C1C(Cl)=C(N2CCOCC2)C(=O)N1c1ccc(Br)cc1 | i | i | i | i | i | i | i | i | i | -6 | i
COC(=O)C1=CN(C(C)c2ccccc2)C=C(C(=O)OC)C1c1cc(OC)c(OC)c(OC)c1 (configuration not stated) | i | i | i | i | i | i | i | i | i | -11 | i
OC(COc1c(F)cc(Br)cc1F)CN1CCc2ccccc2C1 (configuration not stated) | i | i | i | i | i | i | i | i | i | -1 | i
O=C(CSc1nnc(-c2ccccc2)o1)c1nnc(-c2ccccc2)o1 | i | i | i | i | i | i | i | i | i | -6 | i
CCc1ccccc1Nc1nc2ccccc2n1C | i | i | i | i | i | i | i | i | i | -8 | i
COC(=O)c1cccc(NC(=O)CN2CCN(Cc3ccccc3)CC2)c1 | i | i | i | i | i | i | i | i | i | -13 | i
N=c1c(C(=O)NC2CCCC2)cc2c(=O)n3ccccc3nc2n1Cc1ccccc1 | i | i | i | i | i | i | i | i | i | -15 | i
COc1cc(C(C(=O)NC2CCCCC2)N(C(=O)c2cnccn2)c2ccccc2)cc(OC)c1OC (configuration not stated) | i | i | i | i | x | x | i | i | i | -11 | x
NC(=O)CS(=O)(=O)c1nc2ccccc2n1Cc1ccccc1F | i | i | i | i | i | i | i | i | i | -16 | i
COc1ccc(C(=O)c2cn[nH]c2-c2cc(C)ccc2O)cc1 | i | i | i | i | i | i | i | i | i | -1 | i
O=C(CN(C1CCCCC1)S(=O)(=O)c1ccc(F)cc1)NC1CC1 | i | i | i | i | i | i | i | i | i | -2 | i
CC1(C)CC(CC(=O)O)C(=O)O1 (configuration not stated) | i | i | i | i | i | i | i | i | i | -7 | i
O=C(O)CSCC(=O)Nc1ccc(C2CCCCC2)cc1 | i | i | i | i | i | i | i | i | i | -10 | i
COc1ccc(O)c(CN2CCCC(N3CCN(c4ccccc4OC)CC3)C2)c1 (configuration not stated) | i | i | i | i | i | i | i | i | i | -2 | i
Cc1sc2nc(C3CC3)nc(NCCNS(C)(=O)=O)c2c1C | i | i | i | i | i | i | i | i | i | -4 | i
O=C(NS(=O)(=O)c1ccccc1[N+](=O)[O-])c1ccccc1 | i | i | i | i | i | i | i | i | i | -3 | i
Nc1nc(NCCCN2CCOCC2)nc(NCc2ccccc2)c1[N+](=O)[O-] | i | i | i | i | i | i | i | i | i | -5 | i
Cc1cc(=O)oc2cc(OCc3ccc(C(=O)OCC(=O)N(C)C4CCS(=O)(=O)C4)cc3)ccc12 (configuration not stated) | i | i | i | i | i | i | i | i | i | -12 | i
NCCCCNCCCN | i | i | i | i | i | i | i | i | i | -9 | i
COCc1cc(C)nc(SCC(=O)Nc2ccc3c(c2)n(C)c(=O)n3C)c1C#N | i | i | i | i | i | i | i | i | i | -9 | i
C[C@@H](NC(=O)C1(c2ccccc2)CCN(C(=O)OC(C)(C)C)CC1)C(=O)N[C@@H](C(=O)O)c1ccccc1 | i | i | i | i | i | i | i | i | i | -7 | i
COc1ccc(NC(=O)c2cc(-c3cc(C)cc(C)c3O)n[nH]2)cc1Cl | i | i | 8* | i | i | 100* | -9.2* | i | i | -8 | i
O=C(CC(c1ccccc1)c1ccccc1O)N1CCCC1 (configuration not stated) | i | i | i | i | i | i | i | i | i | -7 | i
COc1ccc2oc(=O)c(-c3csc(Nc4cccc(O)c4)n3)cc2c1 | i | i | 11* | i | i | i | i | -15* | i | -17 | i
CC(=O)c1cn(CC(=O)Nc2ccccc2C)c2ccccc12 | i | i | i | i | i | i | i | i | i | -7 | i
COc1ccc(Nc2sc(C(=O)Nc3cccc(Cl)c3)c(N)c2C(=O)Nc2ccccc2OC)cc1 | i | x | i | i | i | i | x | i | i | -3 | i
Cc1ccc(S(=O)(=O)NCCN=C(CN2CCCC2)NS(=O)(=O)c2ccc(C)cc2)cc1 | x | i | x | x | i | i | i | x | x | x | i
O=C1c2cccnc2C(Nc2ccccc2)N1Cc1ccco1 (configuration not stated) | i | i | i | i | i | i | i | i | i | -18 | i
CCCNC(=S)N1CCC(C(=O)c2ccc(F)cc2)CC1 | i | i | i | i | i | i | i | i | i | -11 | i
O=C(Cc1c(O)c2ccccc2[nH]c1=O)NC1CCCCCCC1 | i | i | i | i | i | i | i | i | i | -11 | i
COc1ccc([N+](=O)[O-])cc1C1NN=C(c2ccccc2O)S1 (configuration not stated) | i | i | i | i | i | i | i | i | i | -10 | i
C[C@]12CCC(=O)CC1=CCC1C3CC=C(C#N)[C@@]3(C)CC[C@@]12O (some centres not stated) | i | i | i | i | i | i | i | i | i | -3 | i
Cc1c(CC(=O)O)c(=O)oc2cc(OCc3ccc(Cl)cc3)ccc12 | i | i | i | i | i | i | i | i | i | -4 | i
O=C(COc1ccccc1Cl)Nc1ccc2c(c1)C(=O)NC2=O | i | i | i | i | i | i | i | i | i | -10 | i
CCOC(=O)CSc1nnc(NC(=O)c2cccc([N+](=O)[O-])c2C)s1 | i | i | i | i | i | i | i | i | i | -8 | i
CCOC(=O)c1nc2cc3n(c(C)c-2c1C)C(C)C(CC)=C3C (configuration not stated) | i | i | i | i | i | i | i | i | i | -23 | i
COc1ccc(CNC(=O)C2CCCN2C)cc1OC (configuration not stated) | i | i | i | i | i | i | i | i | i | -8 | i
COc1cc(C2N(c3ccccn3)C(=O)C3CCCN32)cc(OC)c1OC (configuration not stated) | i | i | i | i | i | i | i | i | i | -9 | i

RGS4 inh: what is marked active above
| Structure | KCNQ1 act | TMEM16A act | KCNQ1 block | KCNK3 block | KCNK9 block | RGS4 inh | MrgX1 ag |
| --- | --- | --- | --- | --- | --- | --- | --- |
| C[C@H](NC(=O)c1nc[nH]c1C(=O)NCC(=O)OC(C)(C)C)c1ccccc1 | i | i | i | i | i | 5.5* | i |

Remaining list, next part:
SMILES | KCNQ1 act | TMEM16A act | KCNQ1 block | RGS4 act | MrgX1 PAM | TMEM16A inh | KCNK3 block | KCNK9 block | RGS4 inh | hERG protect | MrgX1 ag
COc1ccc(CNC(=O)COc2ccc(S(=O)(=O)N3CCCCC3)cc2Cl)cc1 | i | i | i | -7.1* | i | i | i | i | i | -10 | i
Cc1nn(CC(=O)Nc2ccc3c(c2)nc2n3CCN(C3CCCCC3)C2)c(=O)c2ccccc12 | i | i | i | i | i | i | i | i | i | -8 | i
COc1ccc2c(c1OC)C(=O)N(c1ccccn1)C2 | i | i | i | i | i | i | i | i | i | -12 | i
O=C(CCc1ccccc1)NNC(=O)c1ccc(Br)cc1 | i | i | i | i | i | i | i | i | i | -1 | i
CN(C(=O)CSc1nc(-c2ccccc2)cn1N)C(c1ccccc1)c1ccccc1 | i | i | i | i | i | i | i | i | i | -14 | i
